Compound activity deposited in PubChem BioAssay by National Center for Advancing Translational Sciences (NCATS).
ELG1 DNA repair: inhibitors of ELG1-dependent DNA repair in HEK293T cells; hit rate 2.3% among 330,000; Potency, µM (doses to about 46.1 µM), for the others: top-dose activity change, negative = inhibition, most hits filed as inhibitors; HEK293T ELG1-luciferase reporter, luminescence, 16 h; DNA damage induced by 5-fluorouridine; further: potency means the concentration at half of the fitted maximal effect; on the % scale 0 is the no-effect control and ±100 the full control effect; nearly all actives have a fitted effect of over 55% in size
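Quantitative HTS, concentration-response format. 2,000 cells/well co-treated with 5-fluorouridine and compound, 16 hr in 5% CO2 at 37 °C; ONE-Glo luminescence read after 30 min.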
TCR act: T cell receptor activation | primary human leukocytes, anti-CD3, IL-2 HTRF, 48 h | Potency, µM (top dose mostly 9.22 µM), inactives show at the top dose activation of IL-2 secretion, actives largely listed as activators | 330,000 tested, under 10 active; further: % of control where 0% means no effect
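Activity was scored as IL-2 release from primary human leukocytes given only a TCR signal (a-CD3 beads) plus compound for 48 hr. Detection used a two-antibody HTRF format read at 665nm.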
TRPV1 ag: agonists of human vanilloid receptor 1 (TRPV1); hit rate 0.19% among 320,000; TRPV1-expressing cells, Fluo-8 calcium influx, agonist mode; activation, % at 8.33 µM; Q8NER1; in the data active means activation above about 80%; inconclusive means between about 30% and that limit; further: 0% is about no effect
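Fluo-8 calcium influx in TRPV1-expressing cells, kinetic read (ex 480/em 520 nm). Compound added and read 3 min for agonist activity, followed by capsaicin at EC20 final and 2 min further read for enhancement.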
Eya2 inh: blocks the phosphatase activity of human Eya2. O00167. recombinant Eya2, OMFP fluorescence dephosphorylation (OMFP is methylfluorescein phosphate). Potency, µM (titrated, usually from 76.9 µM), inactives show at the top dose activity, negative = inhibition, actives largely listed as inhibitors. hit rate 0.006% among 330,000; further: potency means the concentration at half of the fitted maximal effect; on the % scale 0 is the no-effect control and ±100 the full control effect
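Eya2 protein (added as 0.2 uM solution) was preincubated with compound for 10 min at ambient temperature in 50 mM HEPES pH 7.5, 50 mM NaCl, 5 uM MgCl2, 0.05% BSA, 1 mM DTT. OMFP (added at 50 uM) then reacted 10 min; fluorescence read at 485/525 nm.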
KCNH2 3.1 block: inhibitors of human KCNH2 3.1 potassium channel isoform; U2OS KCNH2 3.1, thallium flux FluxOr; hits give low values; activity change, % (tested at about 1.8 µM); hit rate 0.95% among 340,000; AID 720553;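 active means maximum activity change below -70%; inconclusive means maximum activity change from -70% to -50%; inactive means maximum activity change above -50%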;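 further: thallium influx rate constant from kinetic fluorescence after stimulation buffer; on the % scale 0 is the no-effect control and ±100 the full control effect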
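Thallium flux read-out: FluxOr dye with Red40 quencher in HBSS/HEPES, 45 min at RT. Rate constants from kinetic reads were normalized to positive and negative DMSO controls. Cells: U2OS virally expressing the 3.1 isoform.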
hERG WT inh: KCNH2 (human, wildtype) channel inhibition; U2OS, BacMam KCNH2, thallium flux FluxOr; hits give low values; activity change, % at 1.84 µM; hit rate 0.37% among 340,000;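 active means maximum activity change below -70%; inconclusive means maximum activity change between -70% and -50%; inactive means maximum activity change above -50%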; further: on the % scale 0 is the no-effect control and ±100 the full control effect
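U2OS cells transduced with wild-type KCNH2 virus are loaded with FluxOr dye for 45 min, and thallium flux is measured in kinetic reads before and after stimulation buffer. Rate constants are normalized to DMSO controls.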
A-T KAP1 phos: candidate therapy for ataxia-telangiectasia; […] A-T fibroblasts, KAP-1 phosphorylation AlphaLISA; neocarzinostatin DNA damage 30 min before lysis; Potency, µM (titrated, usually from 57.5 µM), without a hit: at the top dose activation, usual class: activators; hit rate 0.19% among 320,000; AID 485349; further: potency means the concentration at half of the fitted maximal effect; % of control where 0% means no effect; nearly all actives have a fitted effect of over 45% in size
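ATM-like activity read as KAP-1 phosphorylation via AlphaLISA donor/acceptor antibody pairs after lysis and 6 hr at 25C. Cells were ATM-null patient fibroblasts ([…], hTERT), dosed 60 min, then exposed to the DSB inducer NCS for 30 min.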
USP2a inh: blocks human ubiquitin-specific protease USP2a; O75604; USP2 core, Ub-CHOP2 coupled fluorogenic reporter, 485/531; Potency, µM (top dose mostly 38.3 µM), for the others: at the top dose activity change, negative = inhibition, usual class: inhibitors; hit rate 0.01% among 330,000;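 further: potency means the concentration at half of the fitted maximal effect; plate controls were DMSO wells for no effect and full inhibition by NEM control for full effect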
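Cell-free coupled assay: 10nM USP2 core preincubated 30min RT with compound in Tris-HCl pH 8.0/CaCl2/CHAPS buffer, then 25nM Ub-CHOP2 and 25nM reporter substrate; fluorescence (Ex 485/Em 531) read after 60min RT, normalized to NEM inhibition, concentration-response curves fitted.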
Mito fusion act: blocks mitochondrial division or promotes mitochondrial fusion; S. cerevisiae fusion-defective mutant growth rescue, CellTiterGlo 48 h; Potency, µM (series often up to 46.1 µM), for inactives: at the top dose growth rescue (activation), actives largely listed as activators; hit rate 0.23% among 320,000; AID 485298;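 further: potency means the concentration at half of the fitted maximal effect; % of control where 0% means no effect; nearly all actives have a fitted effect of over 45% in size; temperature-sensitive fusion mutants such as fzo1-1 at 37 °C on non-fermentable ethanol glycerol medium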
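Luminescent cell viability in 1536-well qHTS format served as the measure of rescued growth in ts fusion-mutant S. cerevisiae cultured on non-fermentable YPEG for 48 hours at 37C.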
TSHR antagonist: blocks TSH signaling through the human TSH receptor | activity change, negative = inhibition, % at 11.5 µM | hit rate 0.2% among 330,000 | TSHR-expressing cells, TSH-stimulated cAMP HTRF, 2 h; hits give low values | AID 504810 | P16473;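 active means activity change below a set negative limit, meaning inhibition stronger than a set level, cut at about -70% in these data; inconclusive means activity change between two set negative limits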; further: on the % scale 0 is the no-effect control and ±100 the full control effect
Target sequence (P16473 whole entry, looked up): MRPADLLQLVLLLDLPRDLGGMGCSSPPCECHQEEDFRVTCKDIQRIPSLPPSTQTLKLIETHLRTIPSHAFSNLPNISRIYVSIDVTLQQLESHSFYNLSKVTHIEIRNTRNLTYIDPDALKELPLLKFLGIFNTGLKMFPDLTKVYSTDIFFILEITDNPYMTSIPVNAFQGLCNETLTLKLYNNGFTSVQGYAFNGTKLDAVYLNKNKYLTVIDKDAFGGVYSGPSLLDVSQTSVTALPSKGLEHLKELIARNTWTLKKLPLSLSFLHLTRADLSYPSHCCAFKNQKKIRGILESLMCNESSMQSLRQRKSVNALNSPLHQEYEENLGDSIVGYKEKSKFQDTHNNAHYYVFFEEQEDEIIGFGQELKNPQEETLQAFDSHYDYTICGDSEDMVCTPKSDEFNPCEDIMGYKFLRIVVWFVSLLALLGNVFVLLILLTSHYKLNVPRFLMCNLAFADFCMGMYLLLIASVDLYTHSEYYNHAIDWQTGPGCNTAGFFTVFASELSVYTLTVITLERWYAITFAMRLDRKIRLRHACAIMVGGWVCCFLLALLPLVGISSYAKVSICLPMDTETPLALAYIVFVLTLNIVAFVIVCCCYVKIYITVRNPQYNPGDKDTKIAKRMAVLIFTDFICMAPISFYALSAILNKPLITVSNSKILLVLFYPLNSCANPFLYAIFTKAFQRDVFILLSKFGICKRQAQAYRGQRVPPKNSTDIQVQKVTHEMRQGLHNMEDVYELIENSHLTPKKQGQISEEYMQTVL
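TSHR-expressing cells were treated with compounds, then stimulated with TSH at EC80 (4nM final) for 2 hours at 37 deg C. Cellular cAMP was measured by HTRF competition between lysate cAMP and cAMP-d2 for a cryptate-labelled anti-cAMP antibody.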
* marks the source's active call; other numbers are inactive results; ? = inconclusive; · = not tested or not shown; [ ] = another dose, or the depositor's remark. Unless noted, the call rests on the fitted dose curve; in most records, active means well fitted curve in the direction sought with a large enough effect; inconclusive means small, poorly fitted or top-dose-only effect, or another doubt; inactive means no such curve, though single readings can be large; an effect the other way counts as inactive or inconclusive.

SMILES	ELG1 DNA repair	TCR act	TRPV1 ag	Eya2 inh	KCNH2 3.1 block	hERG WT inh	A-T KAP1 phos	USP2a inh	Mito fusion act	TSHR antagonist
CCCCc1ccc(NC(=O)CSc2nc(=O)n(CCCN3CCOCC3)c3c2CCC3)cc1	-20%	13%	3	6%	-11	11	-4%	2%	-1%	·
COCCn1c(SCC(=O)N2CC(=O)Nc3ccccc32)nc2ccccc21	0%	2%[46.1 µM]	-5	-6%	2	-2	-2%	1%	-6%	7
O=[N+]([O-])c1cc2c(cc1CN1CCN(c3ccccc3F)CC1)OCO2	21%	0%	0	-3%	-16	6	-9%	-1%	-2%	-15
CC(=O)c1cccc(NCC(=O)c2ccc(C)c([N+](=O)[O-])c2)c1	5%	0%	4	0%	1	0	-5%	-2%	-3%	-1
O=C(O)c1cccc(-n2c(/C=C/c3cccc([N+](=O)[O-])c3)nc3ccccc3c2=O)c1	-18%	-4%	-4	-7%	-11	-2	-3%	4%	-9%	-13
O=C(CSc1nnc(Cc2ccccc2)o1)Nc1ccc(N2CCOCC2)cc1	15%	-4%	·	-36%	33	2	-2%	4%	·	13
COc1ccccc1NC(=O)COc1ccc(-c2nn(C)c(=O)c3ccccc23)cc1	16µM*	-1%	2	-27%	19	0	-6%	1%	16%	-13
COc1ccc(OC)c(S(=O)(=O)N(C)CC(=O)Nc2ccc3c(c2)OCO3)c1	-14%	0%	-1	-4%	-3	-10	5%	1%	0%	0
Cc1ccc(C)c(CS(=O)(=O)c2cn(CC(=O)N3CCCCC3)c3ccccc23)c1	?	-5%[46.1 µM]	18	-3%	-7	-1	-1%	3%	7%	-4
CCOC(=O)C1=C(CC)OC(N)=C(C#N)C1c1ccc(NC(C)=O)cc1 (centres undefined)	12%	·	-3	-3%	-5	1	5%	2%	3%	1
CC(C)C1Nc2ccc(C(=O)NC3CCCCC3)cc2NC1=O (centres undefined)	6%	3%	-1	0%	17	-2	0%	-1%	2%	2
CC(C)NC(=O)CSc1nc(-c2cccs2)cc(-c2ccccc2)c1C#N	-2%	-1%[46.1 µM]	3	-12%	-1	-5	·	0%	7%	10
CCc1nnc(NC(=O)CC(=O)Nc2ccccc2C(=O)O)s1	?	·	-3	12%	5	-10	7%	1%	-4%	-3
CCN(c1cc(C)cc(C)c1)S(=O)(=O)c1nnc(NC(=O)c2ccco2)s1	11%	-4%	1	0%	-13	-18	-5%	1%	-24%	20
O=C(CSc1nc(-c2ccco2)cc(C(F)(F)F)n1)NCC1CCCO1 (centres undefined)	1%	-6%	4	-15%	-7	2	0%	0%	6%	6
COc1ccc(C(=O)N2CCN(S(=O)(=O)c3ccc(Br)cc3)CC2)cc1	-3%	4%	2	3%	-22	1	1%	0%	9%	7
CCC(C)(C)NC(=O)CN(C(=O)CCC(=O)Nc1nccs1)c1ccc2c(c1)OCO2	2%	-7%	-2	5%	-4	-2	2%	1%	0%	-5
O=C(CN1CC(c2ccccc2)CC1=O)N/N=C/c1cc(Br)ccc1O (centres undefined)	12%	8%[46.1 µM]	0	-5%	-3	29	5%	-1%	1%	0
O=c1c2ccccc2nc(/C=C/c2ccc(O)cc2)n1CCc1ccccc1	23µM*	1%[46.1 µM]	?	1%	-4	-1	18%	-3%	10%	-7
O=C(COC(=O)c1nc(Cl)ccc1Cl)NC(=O)c1ccccc1	8%	2%	9	-7%	-7	1	10%	-2%	0%	2

Just TRPV1 ag, A-T KAP1 phos and Eya2 inh, for some of the entries so far:
SMILES	TRPV1 ag	A-T KAP1 phos	Eya2 inh
O=C(O)c1cccc(-n2c(/C=C/c3cccc([N+](=O)[O-])c3)nc3ccccc3c2=O)c1	-4	-3%	-7%
O=C(CSc1nnc(Cc2ccccc2)o1)Nc1ccc(N2CCOCC2)cc1	·	-2%	-36%

(cont.)
SMILES	ELG1 DNA repair	TCR act	TRPV1 ag	Eya2 inh	KCNH2 3.1 block	hERG WT inh	A-T KAP1 phos	USP2a inh	Mito fusion act	TSHR antagonist
COc1ccc(NS(=O)(=O)c2cccc(C(=O)NC3CCN(Cc4ccccc4)CC3)c2)cc1	1%	4%	-8	0%	-19	11	-9%	1%	-7%	26
O=c1[nH]c(/C=C\c2ccc(O)cc2)nc(O)c1[N+](=O)[O-]	8%	-3%	-2	5%	5	-7	3%	3%	1%	-1
CCOc1ccc2nc(SCC(=O)c3ccc(Cl)s3)sc2c1	?	-5%	7	6%	-1	26	5%	4%	-3%	10
O=C(c1cn(-c2ccccc2)nc1-c1cc2ccccc2oc1=O)N1CCOCC1	7.3µM*	·	-1	-11%	1	9	1%	4%	5%	6
C=CC[C@H](CC(=O)N(CCO)Cc1ccccc1)C(=O)N[C@@H](COC(=O)[C@@H](CC=C)Cc1ccc(F)cc1)Cc1c[nH]c2ccccc12	21µM*	1%	·	-26%	-15	-7	2%	-12%	·	-11
O=C(CSc1nnc(-c2ccccc2O)o1)Oc1ccc(Br)cc1	10%	7%	1	3%	4	-11	-1%	3%	-1%	7
COc1cc(OC)c(C2C3=C(CCCC3=O)Nc3nc4ccccc4n32)cc1OC (centres undefined)	25%	0%	2	3%	3	-3	-2%	1%	-6%	-1
O=C(N/N=C/c1ccc(O)cc1)c1cccc(N/N=C/c2ccc(O)cc2)c1	?	-5%	2	-5%	4	4	-2%	1%	3%	-3
COCCN1Cc2cccc(C(=O)Nc3cc(OC)ccc3OC)c2C1=O	?	-1%	1	-10%	3	2	4%	1%	2%	39
CC(C)N(Cc1ccccc1)C(=O)CC(=O)N(Cc1ccccc1)C(C)C	-8%	-1%	2	0%	2	3	2%	4%	14%	2
CC(NS(=O)(=O)/C=C/c1ccccc1)C(=O)NCCc1ccc(S(N)(=O)=O)cc1 (centres undefined)	4%	-5%	1	6%	8	1	-6%	11%	11%	3
O=C(CN1C(=O)NC(c2ccccc2)(c2ccccc2)C1=O)NCC(=O)Nc1ccc(F)cc1	0%	4%	-2	1%	-12	10	5%	-1%	2%	-6
Cc1ccc2nc(-c3ccc(NC(=O)COCC(=O)O)cc3)sc2c1	?	4%	-4	-1%	24	6	-6%	2%	0%	-4
COc1cccc(C(=O)NCC(=O)OCC(=O)Nc2ncc(Cl)cc2Cl)c1	?	1%	-4	5%	0	3	1%	2%	1%	-2
O=C(NCc1ccccc1)c1csc(-c2cccnc2)n1	5.8µM*	0%	20	10%	9	1	2%	3%	6%	7
Cc1ccc(Nc2c(-c3ccccn3)nc3ccc(C)cn23)cc1	?	-3%	?	12%	-11	-3	3%	3%	-4%	-3
CCCc1nn(C)c(C(=O)Nc2ccccc2)c1Cl	?	1%[46.1 µM]	?	1%	-13	-8	2%	0%	4%	-18
CC(C)Oc1ccc(S(=O)(=O)N2CCCCC2)cc1NC(=O)CN1CCCC1c1cccs1 (centres undefined)	?	-4%	8	11%	-12	-4	2%	-1%	-8%	18
O=C1OCCN1C(=O)[C@H]1[C@H](c2ccc(Cl)cc2)C(c2ccccc2)=NN1c1ccc(Br)cc1	-2%	-8%[46.1 µM]	·	-3%	-8	-4	-9%	0%	·	-3
O=C(Nc1nnc(S(=O)(=O)N2CCCCCC2)s1)c1ccccc1	?	-2%	4	1%	10	3	0%	1%	3%	-20
O=C(N/C=C\c1ccccc1)NCc1ccc(Cl)cc1	-2%	1%	7	-17%	-2	-11	2%	2%	-2%	3
COc1cc(NC(=O)CCCN2C(=O)NC(C)(C)C2=O)cc(OC)c1	15%	-2%	1	1%	2	4	1%	4%	1%	2
c1ccc2sc(SCSc3nc4ccccc4s3)nc2c1	?	-3%	2	10%	-1	-25	25%	3%	3%	1
O=C(O)c1cccc(C(=O)O)c1Br	11%	-4%	-1	4%	-3	2	-4%	3%	2%	1
O=C(NCc1ccc(Cl)cc1)C1CCCN(c2cnccn2)C1 (centres undefined)	-4%	0%	22	2%	3	-5	-1%	0%	30%	4
COc1ccc(-c2cc(C(=O)N3CCN(c4ccccc4OC)CC3)no2)cc1OC	-16%	-10%	3	-17%	2	-5	0%	-5%	-4%	7
Cc1ccc(Nc2nc(N3CCOCC3)nc(N3CCOCC3)n2)cc1C	?	0%	-3	-4%	2	18	3%	4%	-52%[inhibitor]	-22
N#Cc1ccccc1S(=O)(=O)N1CCN(CC(O)c2ccccc2)CC1 (centres undefined)	9%	·	1	17%	2	-13	3%	1%	-1%	2
CNc1c(NS(=O)(=O)c2ccc(F)c(Cl)c2)c(=O)oc2ccccc12	-13%	3%	12	-3%	-3	4	0%	-1%	-3%	-1
CCOc1ccccc1C1C(C(N)=O)=C(C)Nc2nc(-c3ccccc3Cl)nn21 (centres undefined)	10%	-6%	-1	-15%	-8	0	-4%	3%	0%	4
O=C(CCN1C(=O)c2ccccc2S1(=O)=O)Nc1cccc2ccccc12	-13%	-4%	2	8%	-14	-4	-5%	3%	5%	-8
O=C(CSc1nc2ccccc2[nH]1)Nc1ccccc1F	0%	1%	?	14%	5	-7	3%	0%	3%	3

An excerpt; rates above refer to the full screens.
